aSyn yeast inh: inhibitors of alpha-synuclein toxicity in yeast; AID 652106; Potency, µM (titrated, usually from 46.1 µM), for inactives: top-dose growth rescue (activation), hits mostly activators; actives 0.14% (n = 370,000); Yeast expressing alpha-synuclein, growth rescue, BacTiter-Glo, 24 h; also: potency is read from the fitted curve at half-maximal effect; % of control where 0% means no effect; nearly all actives have a fitted effect of over 65% in size
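Rescue of yeast growth: cells expressing toxic alpha-synuclein, induced in galactose at OD600 0.02, incubated with compound 24 h at 30 C. ATP luminescence quantified growth; inhibitors of toxicity appear as activators.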
D3 ag: activates the human D3 dopamine receptor; P35462; D3R DiscoveRx beta-arrestin cells, luminescence, 90 min; max activation, %; actives 0.58% (n = 410,000); AID 652048; in the data active = max activation above about 30%; also: 0% is about no effect; mostly tested at two doses, the higher about 12 µM
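Agonist mode: compounds and dopamine controls were applied to plated cells for 90 min at 37 degrees C after an overnight attachment at 1500 cells/well. Luminescent read-out followed 30 - 60 minutes at room temperature with DiscoveRx detection reagent.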
Abeta rescue: restores growth of yeast expressing A-beta42 peptide. AID 1347071. yeast expressing A-beta42, growth rescue, OD600, 48 h; response scale: 0% DMSO, 100% iron-clioquinol control. Potency, µM (top dose mostly 46.1 µM), for inactives: at the highest dose growth rescue, most hits filed as activators. actives 0.063% (n = 410,000); also: potency is read from the fitted curve at half-maximal effect; nearly all actives have a fitted effect of over 55% in size
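Yeast A-beta toxicity model in growth medium with pinned compounds, 48 h at 30 C; growth read as absorbance at 600 nm. Normalized to FeCl3/clioquinol equimolar mix (positive) and DMSO (negative).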
EPAC2 ag: activates human EPAC2 exchange factor; actives 0.079% (n = 360,000); EPAC2 activation, biochemical qHTS; response scale: 100% = 6.5 mM cAMP response; Q8WZA2; AID 720711; Potency, µM (doses to about 154 µM), for inactives: at the top dose activation, most hits filed as activators; also: potency is read from the fitted curve at half-maximal effect; nearly all actives have a fitted effect of over 50% in size
Target sequence (Q8WZA2 whole entry, looked up): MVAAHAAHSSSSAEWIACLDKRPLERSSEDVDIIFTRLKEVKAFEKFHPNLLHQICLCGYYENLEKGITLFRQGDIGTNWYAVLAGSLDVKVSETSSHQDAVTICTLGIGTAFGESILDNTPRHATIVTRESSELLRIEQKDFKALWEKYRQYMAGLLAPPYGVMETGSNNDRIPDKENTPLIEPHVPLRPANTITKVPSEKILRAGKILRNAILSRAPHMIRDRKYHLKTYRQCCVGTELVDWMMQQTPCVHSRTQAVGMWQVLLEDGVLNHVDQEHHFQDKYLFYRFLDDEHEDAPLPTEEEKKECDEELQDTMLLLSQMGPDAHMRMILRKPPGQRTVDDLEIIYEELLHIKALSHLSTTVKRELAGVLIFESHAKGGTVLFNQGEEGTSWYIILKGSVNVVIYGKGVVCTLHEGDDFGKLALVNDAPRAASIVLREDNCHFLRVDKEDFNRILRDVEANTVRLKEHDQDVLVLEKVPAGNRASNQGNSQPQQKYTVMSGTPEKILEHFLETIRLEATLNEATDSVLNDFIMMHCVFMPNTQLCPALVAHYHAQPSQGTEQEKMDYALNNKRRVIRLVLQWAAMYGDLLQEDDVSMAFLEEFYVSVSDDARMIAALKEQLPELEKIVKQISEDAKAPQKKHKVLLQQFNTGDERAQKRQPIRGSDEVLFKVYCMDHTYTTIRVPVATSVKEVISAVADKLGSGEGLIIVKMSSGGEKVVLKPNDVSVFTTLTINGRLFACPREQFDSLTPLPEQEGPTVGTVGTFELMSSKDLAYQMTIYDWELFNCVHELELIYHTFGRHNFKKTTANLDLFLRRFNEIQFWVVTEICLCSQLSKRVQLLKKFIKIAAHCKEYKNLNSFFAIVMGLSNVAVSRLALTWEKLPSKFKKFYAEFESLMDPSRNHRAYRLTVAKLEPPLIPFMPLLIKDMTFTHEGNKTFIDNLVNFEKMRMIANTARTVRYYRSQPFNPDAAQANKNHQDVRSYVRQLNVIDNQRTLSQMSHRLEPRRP
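Nucleotide exchange monitored as fluorescence drop when BODIPY-GDP leaves Rap1B. Reaction: 100 nM EPAC2, 250 nM RAP1B-BODIPY-GDP, 50 uM GDP, room temperature, kinetic read over 30 min. Activity expressed relative to 6.5 mM cAMP.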
TDP43 rescue: TDP-43 toxicity inhibition in yeast. TDP-43 expressing yeast growth rescue, BacTiter-Glo, 24 h. AID 652104. actives 1.8% (n = 410,000). Potency, µM (doses to about 46.1 µM), for inactives: at the highest dose growth rescue (activation), actives largely listed as activators; also: potency is read from the fitted curve at half-maximal effect; % of control where 0% means no effect; nearly all actives have a fitted effect of over 50% in size
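Luminescence from BacTiter-Glo reports growth of TDP-43-expressing yeast after 24 hr at 30 deg C with compound. Cells were raffinose-pregrown to mid-log, then seeded in galactose medium at OD600=0.02.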
EPAC2 antag: EPAC2 (human) antagonism. EPAC2 GEF exchange of Rap1B-BODIPY-GDP, fluorescence. Potency, µM (top dose mostly 114 µM), inactives show at the highest dose activity, negative = inhibition, usual class: inhibitors. actives 0.18% (n = 360,000); also: potency is read from the fitted curve at half-maximal effect; % is scaled to controls: 0 for no effect and ±100 for the full control effect; nearly all actives have a fitted effect of over 45% in size; many of its hits are not listed in these tables
D3 antag: blocks the human D3 dopamine receptor; P35462; D3R cells, DiscoveRx beta-arrestin luminescence, antagonist mode; active compounds read low; max response, negative = inhibition, %; actives 2.5% (n = 360,000); in the data active = max response below about -50%; inconclusive = no clear call, values can overlap the other calls; also: % is scaled to controls: 0 for no effect and ±100 for the full control effect; mostly tested at two doses, the higher about 12 µM
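Cells plated overnight at 1500 cells/well, then exposed to library compounds with dopamine controls for 90 minutes at 37 degrees C. DiscoveRx reagent added for 30–60 minutes at room temperature; luminescence read, quantitative HTS format.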
FUS yeast rescue: suppressors of FUS proteinopathy in yeast. S. cerevisiae FUS-expressing, growth rescue, OD600, 24 h. Potency, µM (doses to about 76.6 µM), without a hit: at the top dose growth rescue (activation), actives largely listed as activators. actives 0.24% (n = 390,000). AID 1347120;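 also: potency is read from the fitted curve at half-maximal effect; plate controls were DMSO vehicle for no effect and reference control for full effect; nearly all actives have a fitted effect of over 55% in size; some results filed as inactive show a strong effect at the top dose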
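Cultures pregrown in 2.5% raffinose medium are shifted to minimal medium containing 2% galactose to express toxic FUS. Compounds are tested at several concentrations. After 24hr at 30C, growth is quantified at 600 nm absorbance.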
Active calls of the source: *; ? = inconclusive; . = no result given; & = joins results of further samples; [ ] = remark or other dose. Unless noted, calls follow the shape of the dose curve; as a rule, active = well fitted curve in the direction sought with a large enough effect; inconclusive = small, poorly fitted or top-dose-only effect, or another doubt; inactive = no such curve, though single readings can be large; an effect the other way counts as inactive or inconclusive. Some of the compounds tested, so the mix of outcomes need not match the whole.

SMILES	aSyn yeast inh	D3 ag	Abeta rescue	EPAC2 ag	TDP43 rescue	EPAC2 antag	D3 antag	FUS yeast rescue
O=C(O)c1ccc(-c2nnc(-c3ccc([N+](=O)[O-])cc3)o2)cc1	0%	-6	-10%	-6%	-11%	8%	-4	-15%
COc1cc(-c2noc(-c3ccc(NCC4CCCO4)c([N+](=O)[O-])c3)n2)cc(OC)c1OC (stereo not given)	.	12	-9%	.	7%	.	.	2%
COc1ccccc1CNC(=O)C1CCN(S(=O)(=O)c2ccc3c(c2)NC(=O)CO3)CC1	0%	3	.	4%	7%	-5%	1	16%
C#CC[N+](C)(C)CCCCCCCCC	-4%	-4	-9%	6%	-9%	-5%	-3	.
Cc1ccc(C)c(NC(=O)Cn2cc(S(=O)(=O)Cc3cccc(Cl)c3)c3ccccc32)c1	.	7	-8%	.	11%	.	.	0%
COc1ccc(NC(=O)C(NC(C)=O)C(=O)Nc2ccc(F)cc2)cc1 (stereo not given)	4%	0	-14%	0%	20%	-4%	11	-14%
C=CCNC(=S)N/N=C/c1ccc(-c2ccc(OC)cc2)o1	-5%	2	8%	19%	?	-12%	-12	-22%
Cc1[nH]c2ccccc2c1C(=O)COC(=O)c1nccnc1N	-5%	-7	-4%	2%	11%	-7%	-25	-13%
O=C(Nc1ccc(F)cc1)/C(=C1/CCCCCN1)[N+](=O)[O-]	3%	-4	3%	-12%	7%	2%	-4	15%
Cc1cc(F)ccc1NC(=O)C1CCCN(S(=O)(=O)c2ccc3c(c2)CCCC(=O)N3)C1 (stereo not given)	1%	3	-5%	.	12%	.	.	13%
O=C(Nc1ccccc1N1CCCC1)c1ccc([N+](=O)[O-])o1	-5%	-4	-16%	9%	17%	-12%	-14	43%
COc1ccc(C(=O)CCNc2cccc(Cl)c2)cc1	-7%	-18	-9%	3%	1%	-10%	-9	26%
CCc1ccccc1NC(=O)CN(C)C(=O)COC(=O)c1cccnc1Cl	1%	-7	-19%	5%	6%	-1%	-11	-2%
COc1cccc(/C(O)=C2/C(=O)C(=O)N(CCN(C)C)C2c2ccccn2)c1 (stereo not given)	-2%	-1	2%	7%	-8%	3%	-7	11%
CCOc1ccc(S(=O)(=O)N(C)CC(=O)N2CCCC2)cc1	-5%	6	-1%	5%	-19%	16%	-15	-1%
O=C(CNc1ccccc1)N/N=C/c1cc([N+](=O)[O-])ccc1N1CCCC1	3%	-15	11%	6%	28%	-5%	?	-5%
CCOC(=O)c1c(NC(=O)C2c3ccccc3Oc3ccccc32)sc(C(N)=O)c1C	0%	9	11%	-3%	13%	6%	1	-10%
COc1ccc(CCNC(=O)Cn2c(=O)n(-c3ccccc3)c(=O)c3c(C)c(C)sc32)cc1OC	.	7	-4%	.	23%	.	.	7%
CC(C)=CCc1c(O)c(CC=C(C)C)c2c(c1O)C(=O)CC(c1ccc(O)cc1)O2 (stereo not given)	27%	4	2%	-8%	?	-22%	17	?
COc1cccc(-c2cc(C(=O)Nc3cccc(O)c3)no2)c1	-13%	2	-20%	7%	0%	11%	-5	18%
O=[N+]([O-])c1cc(S(=O)(=O)Nc2ccccc2)ccc1NCc1ccccc1	17%	-7	5%	4%	1%	-2%	1	.
Cc1occc1-c1nnc(SCC(=O)N2CCCCC2C)o1 (stereo not given)	-3%	1	7%	6%	14%	-6%	-17	5%
O=C(CSc1nc2[nH]ncc2c(=O)[nH]1)Nc1ccccc1F	1%	-10	-2%	1%	-17%	1%	-19	2%
O=C(OCc1ccc([N+](=O)[O-])cc1)c1cnc(Cl)c(Cl)c1	0%	6	-2%	2%	3%	11%	-25	-1%

Reprinted from the part before: two entries, followed by the next part.
SMILES	aSyn yeast inh	D3 ag	Abeta rescue	EPAC2 ag	TDP43 rescue	EPAC2 antag	D3 antag	FUS yeast rescue
O=C(CSc1nc2[nH]ncc2c(=O)[nH]1)Nc1ccccc1F	1%	-10	-2%	1%	-17%	1%	-19	2%
O=C(OCc1ccc([N+](=O)[O-])cc1)c1cnc(Cl)c(Cl)c1	0%	6	-2%	2%	3%	11%	-25	-1%
Clc1ccc2nc(-c3cccs3)c(Nc3ccc4c(c3)OCCO4)n2c1	.	12	-11%	.	11%	.	.	-14%
O=C(NCc1ccco1)C1CCCN(c2nnc(-n3cccc3)s2)C1 (stereo not given)	6%	3	9%	12%	?	2%	-9	1%
CC1CC(C)CN(CCCNC(=O)c2cc3c(s2)-c2ccccc2OC3)C1 (stereo not given)	0%	-3	3%	0%	11%	-3%	-19	19%
CC1=C(C(=O)N2CCOCC2)CC(CC(=O)NCc2cccs2)C(=O)N1CCC1=CCCCC1 (stereo not given)	-3%	-9	-8%	8%	-1%	7%	?	-6%
COc1cc2c(cc1OC)C(=O)CCS2	0%	4	5%	2%	14%	18%	?	2%
CC(OC(=O)c1ccc2ncsc2c1)C(=O)Nc1ncc(Cl)cc1Cl (stereo not given)	1%	10	-4%	-1%	3%	13%	-5	32%
COc1cccc(/C=C2\SC(=S)N(CCCC(=O)Nc3cccc(C(=O)O)c3)C2=O)c1	-7%	-9	-1%	2%	11%	1%	-22	8%
COc1cccc(CNC(=O)[C@@H]2CCCN2C(=O)[C@H]2CCCCN2)c1	-11%	1	-17%	0%	0%	12%	18	-23%
Cc1ccc(CNC(=O)C(=O)NCC(c2ccco2)S(=O)(=O)c2ccccc2)cc1 (stereo not given)	.	7	6%	.	20%	.	.	15%
C[C@H](NC(=O)[C@H](Cc1ccccc1)n1c(=O)[nH]c2ccccc2c1=O)C(=O)N1CCC[C@H]1C(=O)O	-3%	-10	-13%	1%	-12%	5%	-14	-12%
Cc1csc(NC(=O)c2ccc(Cn3nc(C)c(Br)c3C)o2)n1	-54%[inhibitor]	26	18%	5%	?	-15%	4	37%
COc1ccc(-c2cc(-c3cccnc3)c(C#N)c(N)n2)cc1	1%	7	-15%	9%	2%	4%	2	4%
Cc1cccc(NC(=O)Cc2ccc(Br)cc2)n1	-13%	-13	0%	-1%	?	0%	4	-16%
COCCNc1nc(Oc2cncc(Cl)c2)c2sccc2n1	1%	3	-11%	6%	26%	?	23	0%
CS(=O)(=O)N(CCc1ccccc1)CC(=O)Nc1ccc(Br)cc1F	13%	3	14%	3%	?	-16%	1	-15%
Cc1ccnc(NC(=O)c2ccc(NC(=O)CC3SC(N4CCCC4)=NC3=O)cc2)c1 (stereo not given)	-4%	3	6%	4%	21%	-2%	4	15%
COc1ccc(/C=C/C(=O)Oc2cc(O)cc(O)c2)cc1	2%	-6	-1%	4%	1%	-4%	3	-1%
COc1ccc(N(CC(=O)N2CCOCC2)S(=O)(=O)c2ccccc2)cc1Cl	-3%	-5	-15%	-4%	-11%	9%	-5	.
COc1ccc(NC(=S)N2CCN(S(=O)(=O)c3ccc(F)cc3)CC2)cc1OC	0%	1	-8%	10%	19%	-4%	-12	.
Fc1ccc(COc2ccc(Br)cc2CNCc2ccncc2)cc1	13%	-38	16%	16%	-18%	-7%	?	33%
CCC(C)c1ccccc1N1CC(C(=O)N2CCN(C(=O)c3ccco3)CC2)CC1=O (stereo not given)	-6%[1.84 µM]	9	-10%	6%	7%	-16%	2	8%
CC/C(=N\NC(=O)Nc1nonc1N)c1ccc(OC)c(OC)c1	0%	4	-1%	10%	1%	5%	10	1%
Cc1nc(N2CCN(c3ccccc3O)CC2)c2c(-c3ccccc3)csc2n1	7%	32*	18%	2%	?	-17%	115	20%
Cc1ccccc1CC(=O)Nc1ccc(C(=O)N2CCCC2)cc1	0%	4	5%	3%	6%	-6%	18	13%
CCOc1ccccc1N1C(=O)CC(N(O)c2ccccc2)C1=O (stereo not given)	1%	-5	-1%	12%	27%	10%	0	-11%
CCN(CC)S(=O)(=O)c1cc(OC)c(Cl)cc1OC	3%	0	11%	1%	18%	2%	3	-22%
COc1ccc2c(c1)C(NC(=O)C(F)(F)F)CC2=O (stereo not given)	.	2	-2%	5%	0%	10%	-22	42%
CN1CCN(CCC(=O)Nc2cccc(Br)c2)CC1	-3%	-4	-7%	11%	-20%	-3%	-14	19%
Cc1oc(-c2ccccc2)nc1CSc1nc2c(c(=O)[nH]1)CCC2	-6%	27	0%	0%	?	-2%	152	-19%
COC(=O)[C@@]12C[C@@H](CC(=O)N3CCC(c4ccccc4)CC3)C(=O)N(Cc3ccccc3)C1=CCC(C)(C)C2	0%	1	9%	0%	11%	-12%	15	?
COc1cc(NC(=O)c2ccc(-c3c(C)noc3C)c3ccoc23)cc(OC)c1OC	2%	3	-2%	10%	11%	?	71	?
CCOC(=O)C1CCN(C(=O)CCNC(=O)c2ccccc2OC)CC1	-8%	-5	14%	0%	10%	0%	-3	19%
Cc1ccc(-c2nnc(Nc3ccc(O)cc3)c3ccccc23)cc1S(=O)(=O)NCc1nc2ccccc2[nH]1	.	7	1%	.	22%	.	.	12%
CCn1c(=O)cc(OCC(=O)N2CCN(c3ccc(F)cc3)CC2)c2ccccc21	8%	4&-9	-8%&-7%	-1%	-2%&25%	-4%	1	-7%&20%
COCCNC(=O)CN(C(=O)CCC(=O)Nc1ccccn1)c1cc(C)ccc1C	-6%	7	-1%	16%	5%	4%	-13	-1%
COc1ccc(C(=O)O)cc1NCc1ccc(C)s1	14%	3	2%	1%	3.2µM*	8%	3	-4%
Cc1ccc(CNC(=O)c2c(-c3ccccc3F)noc2C)o1	.	-14	-9%	.	4%	.	.	-2%
CC(OC(=O)Cn1nnc2ccccc21)C(=O)NC1CCCC1 (stereo not given)	4%	3	10%	8%	-1%	3%	1	-24%
CCOC(=O)c1c(NC(=O)CSc2nnc(CNc3ccc(Cl)cc3)o2)sc(C)c1C	10%	2	4%	0%	-25%	-4%	29	34%
CC(C)N(Cc1ccccc1)S(=O)(=O)c1ccc(-n2cccn2)cc1	4%	3	7%	9%	18%	-4%	-10	1%
COC(=O)c1c(NC(=O)c2ccc(S(=O)(=O)N3CCC(C)CC3)cc2)sc2c1CCN(C)C2	.	-17	-13%	.	-12%	.	.	?

Screening data from PubChem BioAssay.
